T cell modulator = modulators of CD8 T cell-vesicle binding, primary screen, mouse 2C CD8+ T cells, flow cytometry. actives 0.068% (n = 330,000). 2C CD8+ T cell-vesicle binding; hits give low values. calls only at 7 µM;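 active means response, share of CD8 T cells binding vesicles, and their 90th percentile fluorescence all below set limits, cut at about 80% in these data, passing the limit was not always enough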
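Also added: QL9-peptide-loaded Drosophila micro-vesicles bearing Ld, ICAM-1 and B7-1; Test system: purified 2C TCR transgenic mouse naive CD8+ T cells; Measured by: cytometric PE anti-B7-1 and Alexa647 anti-CD8 signals after 1% paraformaldehyde fixation; Timing: binding step 1.5 h, 37 °C, antibody labelling 20 min, ice.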
PMI inhibitors = inhibitors of human PMI, primary screen, biochemical, fluorescence intensity, coupled assay (AID 1209); Mannose-6-phosphate isomerase (Homo sapiens); purified PMI enzyme, coupled fluorescence intensity; higher % means a stronger effect; inhibition, % at 20 µM, or IC50 in µM where a hit was titrated; actives 0.42% (n = 190,000); in the data active means inhibition above about 50%;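 further: plate controls were DMSO vehicle for no effect and wells lacking substrate for full effect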
Insulin prom up = insulin promoter activators in MIN6 cells, imaging, high-content screening, mouse beta cells; MIN6 insulin promoter-GFP reporter; hits give high values; z-score at 5 µM; actives 0.3% (n = 190,000); AID 1625, 2009;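 active means z-score above 3 at 5 µM with at least 500 cells counted in the well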
Myeloid diff 2 = induction of myeloid progenitor differentiation, primary screen, cell-based, flow cytometry, MLPCN library. ER-HoxA9 myeloid progenitors, lysozyme-GFP differentiation. calls only at 10 µM. actives 1% (n = 360,000). AID 624256, 2012;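 active means normalized GFP-positive differentiation at or above the plate's own cutoff, the solvent-only control mean plus 3 SD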;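 further: cells exposed to compound for four days before flow analysis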
Dynein cargo inh = inhibitors of GR-EGFP nuclear translocation, primary screen, dynein cargo transport inhibitor project, imaging, high-content, 3617.4 mouse cells. test concentration mostly 20 µM; stimulated with dexamethasone, 1 µM; hits give low values. z-score, hits read low. actives 0.47% (n = 220,000). AID 1381, 2008;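 active means plate z-score of nuclear minus cytoplasmic receptor signal below a set negative limit, without overly bright fluorescence or cell loss, cut at about -3.5 in these data, passing the limit was not always enough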;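 further: z-score of nuclear minus cytoplasmic ring GR-EGFP intensity difference per well; some compounds called inactive have numbers as strong as hits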
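Also added: dexamethasone, 1.0 µM final. Medium: tet-free, stripped-serum medium. Detection: fixed, Hoechst-stained cells imaged at 10x for EGFP. Read-out: nuclear-to-cytoplasmic GR-EGFP distribution per well. Times: induction 48 h, compound 1 h, agonist 30 min.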
TNAP activators = human TNAP enzyme activators, primary screen, biochemical, luminescent, no phosphate acceptor, uHTS (AID 1001); purified TNAP, luminescent activation assay, no phosphate acceptor; higher activation fold means a stronger effect; actives 0.03% (n = 200,000); Alkaline phosphatase, tissue-nonspecific isozyme (Homo sapiens); activation fold at 20 µM, or EC50 in µM where a hit was titrated; in the data active means activation fold from about 3, or a potency from the dose series; inactive means the rest, 99 in 100 with activation fold below about 1.6; further: many of its hits are not listed in these tables
b-catenin transl = modulators of beta-catenin nuclear translocation, primary screen, imaging, HeLa cells, immunofluorescence, high-content. actives 0.3% (n = 190,000). AID 1665, 2009. nuclear translocation activity, % at 5 µM;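 active means nuclear translocation activity above 50% at 5 µM, with a well cell count of 50 or more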;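 further: per-cell ratio of nuclear to cytoplasmic median beta-catenin stain intensity; plate controls were DMSO negative control for no effect and GSK-3 inhibitor IX positive control for full effect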
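System: Human HeLa cells, endogenous beta-catenin | Compound dosing: 5 µM primary, 0.02–20 µM confirmation | Timing: 24 h compound exposure at 37°C, 5% CO2 | Measured by: Fluorescence imaging of beta-catenin antibody stain plus DAPI | Read-out basis: % activation of per-cell nuclear versus cytoplasmic median beta-catenin signal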
MT stabilize HCS = microtubule stabilizers in HeLa cells, primary screen, imaging, high-content imaging. actives 0.83% (n = 200,000). % tubulin-high responders, % at 10 µM. HeLa tubulin immunostaining HCS, 24 h; share of cells brighter than vehicle mean+2SD;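 active means plate Z-score above 3 for both tubulin-high and condensed-nucleus cell shares, with cell loss under 80%, at 10 µM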;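 further: anti alpha tubulin signal scored within the nucleus-defined area of each cell; some results filed as inactive read as strong as hits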
Hep lipid drop = inhibitors of hepatocyte lipid droplet formation, primary screen, imaging, high-throughput imaging, BODIPY stain | AML12 mouse hepatocytes, oleate lipid droplets | inhibition, % at 6.5 µM | actives 0.4% (n = 240,000);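 active means lipid droplet intensity inhibited by at least 50%, with more than 500 cells counted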
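Test system: AML12 mouse liver cells; schedule: overnight exposure; technique: high-content imaging of BODIPY-stained droplets and DAPI nuclei; read-out: % inhibition of corrected integrated BODIPY droplet signal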
Dynein cargo inh cytoplasmic EGFP = also measured in Dynein cargo inh; calls as there; z-score; measured here: cytoplasmic GR-EGFP intensity; hits give high values
Dynein cargo inh nuclear GR-EGFP = second read-out of Dynein cargo inh, no call of its own (marks repeat the call); z-score; measured here: nuclear GR-EGFP intensity;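 lower value marks the stronger effect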
Dynein cargo inh cell count = second read-out of Dynein cargo inh, no call of its own (marks repeat the call); z-score; measured here: cell count per field
Insulin prom up cell count = also measured in Insulin prom up; calls as there; cell count; measured here: cytotoxicity, nuclei count;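 total cells summed across four imaged fields per well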
Hep lipid drop cells 6.5 µM = second read-out of Hep lipid drop, no call of its own (marks repeat the call); cell count; measured here: cell count, cytotoxicity flag;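 cells counted across two imaged fields per well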
b-catenin transl cell count 5 µM = second read-out of b-catenin transl, no call of its own (marks repeat the call); cell count; measured here: cell count, cytotoxicity flag
T cell modulator vesicle-bound % = also measured in T cell modulator; calls as there; double positive events, %; measured here: CD8+ vesicle-bound cell fraction;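 binding gate set so that unloaded-vesicle control wells show 10% double positive cells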
MT stabilize HCS Hoechst-high % = second read-out of MT stabilize HCS, no call of its own (marks repeat the call); % Hoechst-high responders; measured here: nuclear condensation Hoechst responders;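 share of cells brighter than vehicle mean plus two SD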
MT stabilize HCS cytotoxicity % = second read-out of MT stabilize HCS, no call of its own (marks repeat the call); toxicity, %; measured here: cytotoxicity by cell density;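 0% = mean cell density of plate MIN control wells and 100% = no cells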
Myeloid diff 2 GFP+ MAC1+ % = recorded beside Myeloid diff 2, whose call it bears; GFP+ MAC1+ double positive, %; measured here: differentiation confirmed by MAC1 staining
* marks the source's active call; other numbers are inactive results; i = inactive; nt = not tested or not shown; + = active, no number.

SMILES | T cell modulator | T cell modulator vesicle-bound % | PMI inhibitors | Insulin prom up | Insulin prom up cell count | Myeloid diff 2 | Myeloid diff 2 GFP+ MAC1+ % | Dynein cargo inh | Dynein cargo inh cytoplasmic EGFP | Dynein cargo inh nuclear GR-EGFP | Dynein cargo inh cell count | TNAP activators | b-catenin transl | b-catenin transl cell count 5 µM | MT stabilize HCS | MT stabilize HCS Hoechst-high % | MT stabilize HCS cytotoxicity % | Hep lipid drop | Hep lipid drop cells 6.5 µM
COc1ccc(C2C3=C(OC(C)=O)c4ccccc4C3=Nc3c2c(=O)n(C)c(=O)n3C)cc1 (stereo not drawn) | i | 54 | -2% | -1.1 | 1138 | i | 0.5 | -0.8 | -0.095 | -0.041 | 0.011 | 1 | 0.1 | 1004 | 2.9 | 2.2 | 5.9 | -7 | 551
CCCC(C)C(=O)OCC(=O)Nc1c(Br)cc(C)cc1Br (stereo not drawn) | i | 5 | -3% | 0.3 | 1318 | i | 0.4 | -0.58 | -0.32 | -0.69 | 0.85 | 1.1 | -2.3 | 544 | 2.9 | 2.9 | 7.3 | 21 | 597
CN(C)/C=C/C(=O)c1nn(-c2ccc(F)cc2)ccc1=O | i | 8 | nt | -0.63 | 1413 | i | 0.6 | -0.38 | -0.29 | -0.21 | 0.49 | nt | -0.8 | 1169 | nt | nt | nt | 5 | 711
O=[N+]([O-])c1ccc(N2CCN(S(=O)(=O)c3ccccc3)CC2)cc1NCc1cccnc1 | i | 22 | 13% | nt | nt | i | 0.9 | 2.4 | -0.17 | 0.91 | -1.8 | 1 | -2.3 | 1134 | 5.0 | 3.0 | 0.8 | 7 | 689
CCOC(=O)Cc1csc(NC(=O)CCC(=O)O)n1 | i | 34 | nt | nt | nt | i | 0.5 | -0.35 | 0.16 | -0.18 | 0.23 | nt | -2.7 | 1107 | nt | nt | nt | -14 | 640
COC(=O)c1cc(C#N)c(Oc2ccc(F)cc2)nc1C | i | 37 | 7% | -0.01 | 1476 | i | 0.9 | -0.33 | -0.2 | -0.37 | 0.66 | 1.1 | -0.4 | 1401 | 1.2 | 1.6 | 4.1 | nt | nt
O=C(O)CCN1C(=O)CC2(CCCCC2)C1=O | i | 38 | 3% | 0.34 | 1375 | i | 1.1 | -0.19 | -0.2 | 0.53 | 0.43 | 1.1 | -1.0 | 1074 | 2.9 | 1.3 | 8.8 | 7 | 796
CC1(C)Cc2c(sc3nc(NCCN4CCOCC4)n4ncnc4c23)CO1 | i | 62 | 2% | 0.73 | 1093 | i | 1.3 | 0.098 | -0.27 | 0.41 | -0.2 | 1.2 | 0.9 | 1156 | 5.1 | 3.6 | 7.6 | nt | nt
Cc1nnc(SCC(=O)Nc2nccs2)[nH]c1=O | i | 38 | 1% | 0.33 | 1465 | i | 0.7 | -0.72 | -0.39 | -0.24 | 0.78 | 1.1 | -0.4 | 1396 | 5.0 | 2.6 | 11 | nt | nt
COc1ccc(C(=O)N2CCN(Cc3cn[nH]c3-c3ccc(OC)cc3F)CC2)cc1 | i | 59 | 13% | 0 | 1375 | i | 0.1 | 0.084 | -0.089 | 0.19 | 0.21 | 0.2 | 0.7 | 1185 | 2.8 | 1.6 | 3.4 | -2 | 743
C=CCOC(=O)C1=C[C@@H](c2ccc(Br)cc2)[C@H](CCCO)[C@@H](OCC)O1 | nt | nt | 22% | 0.74 | 1517 | i | 2.5 | -0.82 | -0.28 | -0.24 | 0.92 | 1.1 | 0.8 | 1026 | 1.3 | 1.4 | 4.0 | 4 | 756
Cc1ccc(-c2nn(CC(=O)Nc3cccnc3)c(=O)c3ccccc23)cc1 | i | 18 | 12% | -0.18 | 982 | i | 1.3 | -0.68 | -0.28 | -0.19 | 0.96 | 1.1 | -4.6 | 1224 | 1.4 | 1.4 | 9.9 | 5 | 796
Cn1c(=O)n(C)c2cc(S(=O)(=O)O)ccc21 | i | 39 | -4% | -0.97 | 1601 | i | 1.2 | -0.04 | -0.22 | -0.042 | 0.68 | 1.1 | -0.5 | 1340 | 1.6 | 1.6 | 4.6 | nt | nt
Cc1nc(SCC(=O)c2ccccc2)c(C#N)c(-c2ccco2)c1C(=O)NCc1ccco1 | i | 28 | -11% | 0.43 | 1103 | i | 0.8 | -1.7 | 1.5 | -0.4 | -1.2 | 0.9 | -3.2 | 1206 | 4.1 | 3.8 | 11 | nt | nt
CCOC(=O)c1c(-c2ccccc2)csc1NC(=O)CSc1ccccc1 | i | 48 | 10% | 0.03 | 1249 | i | 0.4 | -0.52 | -0.16 | -0.52 | 0.76 | 1.1 | -0.2 | 895 | 1.9 | 3.7 | 6.8 | -13 | 524
CN(CC(=O)Nc1ccc(S(=O)(=O)N2CCCC2)cc1)Cc1cccc(Cl)c1Cl | i | 24 | 8% | -0.99 | 1303 | i | 0.2 | -0.34 | -0.27 | -0.39 | 0.11 | 1.1 | 0.1 | 914 | 3.0 | 2.5 | 0.2 | -30 | 538
CN1C(C(=O)NCc2cccc(C(F)(F)F)c2)CC2Cn3c(nc4ccccc43)C21 (stereo not drawn) | i | 33 | nt | -0.54 | 1133 | i | 1.8 | -0.76 | -0.85 | -0.35 | 0.61 | nt | 0.0 | 1327 | nt | nt | nt | 7 | 650
Cn1c(-c2c(N)n(CCCc3ccccc3)c3nc4ccccc4nc23)nc2ccccc21 | nt | nt | 15% | 0.57 | 1055 | i | 7.2 | -1.4 | 15 | 2.6 | -0.99 | 1.1 | -2.1 | 1357 | 3.6 | 1.5 | 9.2 | nt | nt
CCOc1ccc(NC(=O)c2c3c(nc4ccccc24)CCC3)cc1 | i | 8 | -14% | 0.84 | 1257 | i | 0.4 | 1.2 | -0.44 | 1.9 | -1 | 1 | -4.6 | 1087 | 3.2 | 2.1 | 2.5 | 3 | 670
Cc1cc2cc(CCNS(C)(=O)=O)c(=O)[nH]c2cc1C | i | 21 | 7% | -0.35 | 1570 | i | 1.0 | 1.8 | -0.26 | 0.91 | -1.1 | 1.1 | 1.0 | 1316 | 5.3 | 5.7 | 7.2 | nt | nt
Cc1cc(C)n(Cc2ccc(C(=O)O)cc2)n1 | i | 48 | -8% | nt | nt | i | 8.6 | -0.86 | -0.42 | -0.61 | 0.27 | 0.9 | nt | nt | 0.8 | 1.3 | 13 | 12 | 763
CCOc1ccccc1C(=O)N(CN1CCCC1=O)c1ccc(C)c(Cl)c1 | i | 12 | 7% | -0.26 | 1379 | i | 1.7 | -0.45 | -0.21 | -0.17 | 1.3 | 1 | -2.1 | 1383 | 8.0 | 2.3 | 9.9 | nt | nt
Cc1nn(C)c(C)c1NC(=O)CSc1nnc(C)n1-c1ccccc1 | i | 16 | 10% | nt | nt | + | 13* | -0.4 | -0.19 | 0.3 | 0.31 | 1.1 | -4.6 | 1039 | 2.2 | 1.8 | 0.5 | nt | nt
c1ccc2nc(-c3nccs3)ccc2c1 | i | 38 | -2% | 0.07 | 1576 | i | 1.7 | -0.04 | -0.25 | 0.63 | 0.25 | 1.1 | -5.1 | 1107 | 5.4 | 2.7 | 6.3 | -8 | 646
CO[C@H]1C=CO[C@@]2(C)Oc3c(C)c(O)c4c(O)c(c5c(nc6cc(C)ccn65)c4c3C2=O)NC(=O)C(C)=CC=C[C@H](C)[C@H](O)[C@@H](C)[C@@H](O)[C@@H](C)[C@H](OC(C)=O)[C@@H]1C | nt | nt | 14% | 0.63 | 1438 | nt | nt | nt | nt | nt | nt | 0.8 | -1.1 | 1017 | nt | nt | nt | -8 | 666
CC(=O)C1C(c2ccc(Cl)cc2)NC(=O)NC1(O)C(F)(F)F (stereo not drawn) | i | 34 | 11% | -0.51 | 1888 | i | 2.5 | 0.54 | -0.052 | 0.68 | -1.2 | 1.1 | -3.2 | 1133 | 5.4 | 1.4 | 5.4 | 6 | 679
Cc1cc(C)cc(N(CC(=O)N2CCc3ccccc32)S(=O)(=O)c2c(C)noc2C)c1 | i | 43 | 12% | 0.93 | 948 | i | 2.4 | 0.58 | -0.25 | 0.32 | -0.07 | 1.1 | nt | nt | 4.3 | 5.0 | 4.4 | nt | nt
CCOC(=O)N1CCN(C(=O)c2ccccc2NC(=O)COc2ccccc2C)CC1 | i | 18 | -5% | -1.6 | 905 | i | 1.8 | -0.039 | -0.28 | 0.093 | 0.34 | 1.1 | -6.2 | 1148 | 4.8 | 2.5 | 7.9 | nt | nt

Source: PubChem BioAssay
